Source: PubChem
CHO-K1 Ca ag: counter-screen for M1 agonists: effect in parental CHO-K1 cells. Fluo-8 calcium fluorescence; scaled to maximal ATP response, vehicle zero. activation, % at 3 µM. 0.48% of 360,000 active; in the data active means activation above about 15%;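 further: untransfected CHO-K1 host cells lacking M1 receptor as counterscreen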
CHRM1 PAM: human M1 muscarinic receptor positive allosteric modulators, primary screen, CHO-K1 cells, Fluo-8 calcium fluorescence, 1536-well; CHO-K1 hM1, ACh EC20; 0% = ACh EC20, 100% = maximal ACh; activation, % at 3 µM; 0.088% of 360,000 active; AID 588819, 2011; in the data active means activation above about 19%, passing the limit was not always enough
CHRM4 antagonist: human M4 muscarinic receptor antagonists, primary screen, CHO cells, Fluo-8 calcium fluorescence; inhibition, % at 3 µM; CHO-hM4 cells, ACh EC80; 0.73% of 360,000 active; AID 624125, 2012; Muscarinic acetylcholine receptor M4 (Homo sapiens), P08173;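 active means inhibition above its plate's cutoff, the mean inhibition of sample wells plus 3 SD, cut at about 27% in these data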;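 further: 0% = acetylcholine EC80 with DMSO and 100% = DMSO without agonist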
Target sequence (P08173 whole entry, looked up): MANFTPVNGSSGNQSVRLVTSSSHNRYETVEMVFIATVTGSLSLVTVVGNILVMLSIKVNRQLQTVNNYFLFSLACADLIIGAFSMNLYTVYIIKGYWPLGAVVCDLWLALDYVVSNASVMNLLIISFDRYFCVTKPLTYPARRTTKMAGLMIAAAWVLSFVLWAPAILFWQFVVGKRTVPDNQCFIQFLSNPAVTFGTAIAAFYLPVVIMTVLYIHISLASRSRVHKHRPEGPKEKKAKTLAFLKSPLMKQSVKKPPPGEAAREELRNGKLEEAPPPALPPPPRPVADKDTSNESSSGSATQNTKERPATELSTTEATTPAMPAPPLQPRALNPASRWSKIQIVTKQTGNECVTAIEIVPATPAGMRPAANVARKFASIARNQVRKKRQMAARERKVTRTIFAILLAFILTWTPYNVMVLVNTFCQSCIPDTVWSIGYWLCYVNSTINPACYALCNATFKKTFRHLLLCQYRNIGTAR
M1 ag: human M1 muscarinic receptor agonists, primary screen, Fluo-8 calcium fluorescence, CHO-K1 cells, HTS | Muscarinic acetylcholine receptor M1 (Homo sapiens), P11229 | CHO-K1 hM1, agonist mode; 0% DMSO, 100% acetylcholine EC100 | activation, % at 3 µM | 0.33% of 360,000 active;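 active means activation above the run's mean compound activation plus 3 SD, cut at about 16% in these data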;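 further: peak over basal fluorescence ratio within a 140 s kinetic read after compound addition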
CHO parental Ca: ATP-evoked calcium signal inhibitors, parental CHO, primary screen, counter-screen for OX1R antagonist project, cell-based, fluorescence, Fluo-8 calcium dye. inhibition, % at 5.6 µM. parental CHO-K1, ATP-induced calcium, Fluo-8 fluorescence. AID 463079, 2010. 0.63% of 330,000 active;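 active means inhibition above that plate's mean sample inhibition plus 3 SD, cut at about 26% in these data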;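 further: 0% = ATP-challenged DMSO wells and 100% = DMSO wells without ATP; some compounds past the cut are filed as inactive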
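Assay system: untransfected parental CHO cell line. Also added: ATP agonist challenge. Dosing: one dose, 5.6 µM nominal. Measured by: Fluo-8 fluorescence. Read-out: % inhibition. Benchmarks: ATP wells versus no-ATP DMSO wells. Repeats: no replicates.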
OXTR potentiator: human OXTR potentiators, primary screen, fluorescence, CHO-OTR cells, Fluo-8 calcium. Oxytocin receptor (Homo sapiens), P30559. Fluo-8 calcium fluorescence, potentiator mode; 0% = oxytocin EC15, 100% = EC100. activation, % at 3 µM. 0.061% of 320,000 active;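 active means activation above that plate's cutoff, the mean activation of tested compounds plus 3 SD, cut at about 6.6% in these data, passing the limit was not always enough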;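 further: 100% uses oxytocin at 75 nM as the full agonist control; some results filed as inactive read as strong as hits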
Target sequence (P30559 whole entry, looked up): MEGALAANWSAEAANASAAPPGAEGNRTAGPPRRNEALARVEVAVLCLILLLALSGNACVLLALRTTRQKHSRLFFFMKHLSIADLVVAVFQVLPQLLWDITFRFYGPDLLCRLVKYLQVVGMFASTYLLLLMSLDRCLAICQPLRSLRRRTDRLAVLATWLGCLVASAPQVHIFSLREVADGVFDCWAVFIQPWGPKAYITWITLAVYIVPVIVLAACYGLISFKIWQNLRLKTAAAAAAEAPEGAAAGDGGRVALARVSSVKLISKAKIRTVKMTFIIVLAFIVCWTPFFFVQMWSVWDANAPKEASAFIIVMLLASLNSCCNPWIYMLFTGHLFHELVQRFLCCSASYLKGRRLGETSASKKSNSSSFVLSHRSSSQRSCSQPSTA
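Assay system: CHO cell line stably expressing human OTR. Reagent: EC15 oxytocin agonist. Dosing: single dose, 3.0 µM nominal final compound concentration. Timing: compound 6 min at room temperature before oxytocin, 100 s read. Signal: kinetic Fluo-8 calcium fluorescence. Controls: oxytocin EC15 low and EC100 high.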
CHRM4 agonist: human M4 muscarinic receptor agonists, primary screen, CHO-K1 cells, Fluo-8 calcium fluorescence. AID 624127, 2012. 0.14% of 360,000 active. CHO-K1 hM4/Gqi5; vehicle 0%, full acetylcholine response 100%. activation, % at 3 µM;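 active means activation above the run mean over all test wells plus 3 SD, cut at about 32% in these data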;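 further: peak over basal fluorescence ratio per well then scaled between controls; 0% = DMSO wells and 100% = acetylcholine at EC100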
CHO-K1 Ca antag: nonselective inhibitor or artifact in parental CHO-K1 cells; ATP-induced calcium, Fluo-8 fluorescence; inhibition, % at 3 µM; AID 602250; 0.6% of 360,000 active;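 active means inhibition above a per-plate cutoff, the plate's mean sample inhibition plus 3 SD, cut at about 24% in these data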;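 further: 0% = DMSO plus EC80 ATP and 100% = DMSO alone without ATP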
M1 antag: human M1 muscarinic receptor antagonists, primary screen, CHO-K1 cells, Fluo-8 calcium fluorescence, 1536-well; Muscarinic acetylcholine receptor M1 (Homo sapiens), P11229; CHO-K1 hM1, ACh EC80 antagonist; inhibition, % at 3 µM; 1.3% of 360,000 active; AID 588852, 2011;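 active means percent inhibition above its own plate's cutoff, namely the mean of that plate's compound wells plus 3 SD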;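 further: peak over basal fluorescence ratio during 140 s after agonist addition; 0% = ACh EC80 plus DMSO and 100% = DMSO alone without agonist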
* = called active by the depositor; / = no result given.

Fields: CHO-K1 Ca ag, CHRM1 PAM, CHRM4 antagonist, M1 ag, CHO parental Ca, OXTR potentiator, CHRM4 agonist, CHO-K1 Ca antag, M1 antag
Cc1cnc(C(=O)OCC(=O)N2CCc3ccccc32)cn1
→ 0.2, 16.2, -4.3, -4.6, -1.6, -1.2, 2.6, -1.4, -9.6
O=C(C1CCCC1)N1CCC(CC2CC(c3cccc(Br)c3)=NO2)(C(=O)NCC2CCCCC2)CC1 (stereo not drawn)
→ 0.0, 3.7, 3.7, -5.4, -25.4, -13.2, -0.6, -29.3, -5.6
CCN(CC)C(=O)CN1C(=O)c2cccc3cccc(c23)C1=O
→ 2.8, -1.6, 9.0, -4.2, 0.9, -2.5, 0.6, 21.0, 5.3
COc1cc(CC(=O)OCC(=O)Nc2ccc3c(c2)OCCO3)cc(OC)c1OC
→ 0.1, 1.0, 3.1, -4.3, -4.2, -2.7, 0.8, 18.2, -6.2
C=CCc1ccc(OCCOCCOc2ccc(C)cc2[N+](=O)[O-])c(OC)c1
→ 2.2, -3.7, -3.2, -4.0, 7.2, -4.5, 2.7, -9.5, 6.0
CC(=O)c1cccc(N(CC(=O)NCCc2ccccc2)C(=O)c2csnn2)c1
→ 5.1, 9.5, 6.6, -4.5, 0.0, -4.5, 0.7, -5.7, -6.7
O=C1C=C(/C=C/c2ccccc2)C[C@@H](c2ccc3c(c2)OCO3)C1
→ 0.2, -2.5, -3.8, -2.7, -17.1, -6.5, 1.6, -11.8, 4.3
Cc1ccc(NC(=O)CSc2nc3ccccc3c(=O)[nH]2)cc1[N+](=O)[O-]
→ 2.4, -12.3, -9.6, 0.3, -7.3, -8.4, 12.6, -4.3, 13.3
O=C(C1CCCN(S(=O)(=O)c2cc(Cl)ccc2Cl)C1)N1CCCC1 (stereo not drawn)
→ 0.9, 3.3, -1.6, -1.4, -23.1, -3.5, 1.8, -7.7, -5.7
CCCCNC(=O)c1sc2ncnc(N3CCc4ccccc4C3)c2c1C
→ 0.7, -9.5, 12.1, -6.8, -29.7, -8.1, 1.3, 3.3, 15.5

Next results follow:
Fields: CHO-K1 Ca ag, CHRM1 PAM, CHRM4 antagonist, M1 ag, CHO parental Ca, OXTR potentiator, CHRM4 agonist, CHO-K1 Ca antag, M1 antag
COc1cc(SC)ccc1C(=O)Nc1cc(C)ccn1
→ -0.2, 7.1, -6.6, -0.5, 3.4, -5.1, 1.3, 8.3, -12.6
O=S(=O)(Nc1ccc(S(=O)(=O)Nc2nccs2)cc1)c1ccc(Br)cc1
→ 0.4, 1.7, -0.8, -2.1, 0.8, -11.1, 3.1, 6.8, 4.3
CCNC(COC(=O)c1ccc([N+](=O)[O-])cc1)C1CCCCC1 (stereo not drawn)
→ -0.3, -4.7, -6.8, -9.0, /, /, 0.5, 17.1, -4.9
Cc1ccnc2nc(C(=O)OCC(=O)Nc3ccc([N+](=O)[O-])cc3Br)nn12
→ 0.6, 6.7, 3.5, -3.8, -8.6, -0.4, 0.7, -12.8, -7.1
Cc1cc(Cl)ccc1NC(=S)N1CCOCC1
→ -0.7, -8.0, 0.7, -3.2, 1.6, -2.2, 0.5, -3.5, 2.8
CC1(C)CC(=O)/C(=C(/O)Cc2ccccc2)C(=NCCc2ccccc2)C1
→ -0.1, 4.7, 2.9, -9.8, -25.6, -2.1, -0.1, -0.8, -4.4
Cc1ccnc(NC(=S)NC(=O)c2cccs2)c1
→ 1.1, 9.7, -2.6, -3.0, -1.5, 5.0, 0.6, -9.7, -9.3
CSc1cccc(NC(=S)NCCCN2CCN(c3ccc(F)cc3)CC2)c1
→ 0.2, 8.9, 4.0, -2.8, 4.5, -10.9, 2.3, -15.4, -9.7
O=C(NCc1cccnc1)c1ccc(Br)o1
→ 0.5, 10.6, -15.5, 3.7, -0.4, -2.4, 0.3, -4.2, -17.5
CCc1nc2ccc(C(=O)NCc3ccccc3OC)cn2c1N(C)C(=O)Cc1ccccc1
→ 1.3, 2.9, -8.9, -6.4, /, /, 1.9, -12.2, -4.4

Carrying on:
Fields: CHO-K1 Ca ag, CHRM1 PAM, CHRM4 antagonist, M1 ag, CHO parental Ca, OXTR potentiator, CHRM4 agonist, CHO-K1 Ca antag, M1 antag
CCOC(=O)CSc1snnc1C
→ -0.1, 4.2, 3.5, -1.6, 0.8, -3.9, 0.3, -2.7, -0.8
O=C(NC1CCCCC1)c1ccc2c(c1)S(=O)(=O)c1ccccc1C2=O
→ -0.2, 4.0, 14.8, -3.8, -26.1, -4.6, 2.1, -5.7, -4.8
CCc1ccc(C2NC(=S)NC3=C2C(=O)CC(C)(C)C3)cc1 (stereo not drawn)
→ -0.2, -3.8, -6.7, -9.5, -18.8, -0.6, 3.6, -9.9, 1.5
CC1(C)Cc2cccc(C(=O)Nc3ccc(F)cc3F)c2O1
→ 3.7, -8.0, 4.9, -3.8, -13.7, 0.6, 7.3, -1.1, 19.9
COCCNc1nc(Nc2ccc(C(=O)OC)cc2)c2sccc2n1
→ 3.7, -5.3, -5.2, -4.1, /, /, 9.8, -8.4, -5.8
COc1ccc(C)cc1NC(=O)CN1C(=O)COc2ccc(S(=O)(=O)N3CCCCC3)cc21
→ -0.4, 7.0, -1.9, -4.6, -22.2, -6.2, 1.2, -12.9, -10.0
CCOc1ccc(C2/C(=C(\O)c3ccc(OC)c(OC)c3)C(=O)C(=O)N2c2cc(C)on2)cc1OC (stereo not drawn)
→ 0.0, 9.7, 0.0, -0.2, -13.0, -3.9, 1.4, -5.8, -10.5
COc1cccc(NC(=O)c2ccc(S(=O)(=O)N3CCCCC3)cc2)c1
→ 3.3, 5.3, -23.6, -4.9, -3.7, 0.2, 14.2, -1.2, -14.8
O=C(CCC(=O)Nc1ccccc1Cl)NNC(=O)COc1ccc([N+](=O)[O-])cc1
→ 0.0, 12.4, 2.2, -0.4, -12.3, -3.3, 0.2, 1.7, -7.9
CCOc1c2ccc(C(=O)NCc3ccc4c(c3)OCO4)cc2nn1CCOC
→ 0.4, 8.3, 12.6, -4.9, -7.2, -6.5, 1.2, -11.8, -5.6

Next part:
Fields: CHO-K1 Ca ag, CHRM1 PAM, CHRM4 antagonist, M1 ag, CHO parental Ca, OXTR potentiator, CHRM4 agonist, CHO-K1 Ca antag, M1 antag
c1ccc(-c2csc3ncnc(N4CCN(Cc5ccc6c(c5)OCO6)CC4)c23)cc1
→ -0.4, 7.0, -5.9, -3.5, -12.7, 0.1, -0.3, -17.5, -4.6
O=C(NCc1ccco1)c1cccc2c1C(=O)c1ccc(N3CCC(N4CCCCC4)CC3)cc1S2(=O)=O
→ 4.0, -19.2, 8.2, -8.3, /, /, 2.6, -2.7, 24.5
C/C=C/C(=O)OCC(=O)Nc1nc2ccc(C)cc2s1
→ 0.2, -1.2, 4.0, 0.1, -15.0, -12.3, 1.7, -5.5, -0.2
COc1ccc(C2(C(=O)Nc3ccc(C(=O)O)cc3)CCOCC2)cc1
→ 0.2, 9.2, 0.6, -1.9, -3.3, -8.0, 0.5, -10.1, -12.5
CCCC(NC(=S)NCC1CCCO1)C12CC3CC(CC(C3)C1)C2 (stereo not drawn)
→ 0.3, 5.1, -7.9, -4.5, -15.4, -11.8, 1.1, -33.2, -8.8
O=C(Nc1nnc(SCc2cccc(F)c2)s1)c1ccco1
→ 0.7, 11.1, -5.6, -0.9, -1.2, -3.1, 2.4, -16.6, -17.1
O=c1[nH]c(CN2CCOCC2)nc2scc(-c3ccccc3)c12
→ 0.5, 7.3, 3.0, -2.8, -5.1, -5.0, 0.6, -7.2, -7.8
COc1ccccc1CCC(=O)OCC(=O)Nc1ccc(C)c(S(=O)(=O)N2CCCCC2)c1
→ 2.9, -0.7, -3.2, 0.1, 4.8, -16.1, 9.2, 4.8, -5.2
CCOc1ccccc1C(=O)NC(C(=O)OCn1nnc2ccccc2c1=O)C(C)C (stereo not drawn)
→ 1.1, 7.1, -6.6, 1.5, /, /, 1.4, -3.4, -18.1
CCN(CCO)c1ncnc2c1sc1nc(CC(C)C)c3c(c12)CC(C)(C)OC3
→ 0.2, 7.9, 4.2, 0.7, -11.7, -4.1, 2.3, 10.2, -0.8

(next part)
Structure	CHO-K1 Ca ag	CHRM1 PAM	CHRM4 antagonist	M1 ag	CHO parental Ca	OXTR potentiator	CHRM4 agonist	CHO-K1 Ca antag	M1 antag
Nc1nnc(/C=C/c2ccccc2)s1	-0.1	1.6	-7.9	-1.3	-0.3	-16.9	1.1	-0.4	-5.5
O=C(COC(=O)c1ccc2c(c1)OCCO2)Nc1ccc(F)cc1F	1.1	7.5	7.9	-0.6	-8.1	-1.5	4.1	-6.0	-14.3
NC(=O)c1ccc(-c2nnc(Nc3ccc(S(N)(=O)=O)cc3)c3ccccc23)cc1	0.6	7.2	1.3	-8.8	-5.3	-4.8	1.4	-6.8	-12.3
CC(=O)Nc1cc([N+](=O)[O-])ccc1N1CCOCC1	-0.2	0.9	-3.0	-2.6	-4.1	3.9	-0.7	0.2	-5.4
C[C@H](CO)N1C[C@H](C)[C@@H](CN(C)C(=O)c2ccc3ccn(C)c3c2)OCc2cn(nn2)CCCC1=O	-0.2	7.7	-6.5	-9.1	/	/	0.2	-1.5	-18.0
CC(C)OCCCNC(=O)c1ccc(C2SCC(=O)N2Cc2ccco2)cc1 (stereo not drawn)	0.3	-0.9	3.6	-6.3	-12.3	-3.3	3.1	-4.7	-2.8
CC(C)[C@H](NC(=O)C1CCN(S(=O)(=O)c2ccc(F)cc2)CC1)C(=O)N1CCCCCC1	-0.6	12.6	0.9	0.0	-17.3	-3.6	1.9	14.1	-8.4
Cn1c(N2CCOCC2)c(C#N)c2ccccc21	0.7	13.8	-17.9	-3.7	-9.2	1.2	1.1	-10.2	-16.0

An excerpt of these results, with each value named.
O=C(C1CCCN(S(=O)(=O)c2cc(Cl)ccc2Cl)C1)N1CCCC1 (stereo not drawn)
- CHO-K1 Ca ag = 0.9
- CHRM1 PAM = 3.3
- CHRM4 antagonist = -1.6
- M1 ag = -1.4
- CHO parental Ca = -23.1
- OXTR potentiator = -3.5
- CHRM4 agonist = 1.8
- CHO-K1 Ca antag = -7.7
- M1 antag = -5.7

CCCCNC(=O)c1sc2ncnc(N3CCc4ccccc4C3)c2c1C
- CHO-K1 Ca ag = 0.7
- CHRM1 PAM = -9.5
- CHRM4 antagonist = 12.1
- M1 ag = -6.8
- CHO parental Ca = -29.7
- OXTR potentiator = -8.1
- CHRM4 agonist = 1.3
- CHO-K1 Ca antag = 3.3
- M1 antag = 15.5

COc1cc(SC)ccc1C(=O)Nc1cc(C)ccn1
- CHO-K1 Ca ag = -0.2
- CHRM1 PAM = 7.1
- CHRM4 antagonist = -6.6
- M1 ag = -0.5
- CHO parental Ca = 3.4
- OXTR potentiator = -5.1
- CHRM4 agonist = 1.3
- CHO-K1 Ca antag = 8.3
- M1 antag = -12.6
